NCOA2 inhibitor = inhibition of GAL4-SRC2 driven luciferase reporter, primary screen, SRC2 inhibitor project, cell-based, luminescence | actives 0.17% (n = 370,000) | Nuclear receptor coactivator 2 (Homo sapiens), Q15596 | HEK293 GAL4-SRC2 luciferase reporter | inhibition, % at 9 µM;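 active = inhibition above the mean inhibition of all tested compounds plus 3 SD, set per campaign, cut at about 52% in these data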;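 also: 0% = DMSO treated cells and 100% = cells given Gossypol at 36 µM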
NOD2 RIPK2 PPI = NOD2-RIPK2 binding disruptors in cells, primary screen, fluorescence, CHO cells, BLA complementation | Receptor-interacting serine/threonine-protein kinase 2 (Homo sapiens), O43353 | CCF4 ratio | inhibition, % at 4.98 µM | actives 0.38% (n = 360,000); in the data active = inhibition above about 21%;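 also: 0% = vehicle only and 100% = reference blocker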
MC4R barr agon = MC4R agonists recruiting beta-arrestin, primary screen, cell-based, luminescence, agonist arm of biased-ligand search. Melanocortin receptor 4 (Homo sapiens), P32245. U2OS MC4R beta-arrestin complementation; percent of melanotan II response, DMSO zero. activation, % at 8.9 µM. actives 0.98% (n = 360,000);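 active = activation above a per-plate cutoff, the mean activation of sample wells on that plate plus 3 SD, cut at about 8% in these data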
ABHD5-PLIN5 inh = ABHD5-PLIN5 interaction inhibitors, primary screen, cell lysate, split luciferase complementation, luminescence; AID 602281, 2012; actives 0.78% (n = 360,000); inhibition, % at 4 µM; Split G. princeps luciferase complementation, 4 h; Perilipin-5 (Homo sapiens) + 1-acylglycerol-3-phosphate O-acyltransferase ABHD5 (Homo …;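 active = inhibition above the mean inhibition across every tested compound plus 3 SD, cut at about 22% in these data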;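 also: 0% = DMSO only wells and the 100% control is not disclosed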
ABCB6 inh 2 = ABCB6 transporter inhibitors, primary screen, K562-ABCB6 cells, flow cytometry, MLPCN library. ATP-binding cassette sub-family B member 6 (Homo sapiens), Q9NP58. K562-ABCB6 porphyrin accumulation, 1 h; stronger effect = lower value. fluorescence ratio to DMSO, % at 10 µM. actives 0.19% (n = 360,000);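 active = fluorescence ratio to DMSO below 75%, the collection mean minus 3 SD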;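 also: signal is porphyrin accumulated inside mitochondria; 100% equals median channel fluorescence of DMSO control wells; lower ratio means ABCB6 inhibition with less porphyrin fluorescence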
HTR2A ag = mouse Htr2a agonists via beta-arrestin recruitment, primary screen, cell-based, luminescence; actives 0.66% (n = 360,000); 5-hydroxytryptamine receptor 2A (Mus musculus), P35363; activation, % at 7.6 µM; CHO-K1 mHTR2A beta-arrestin complementation; percent of 30 µM serotonin response;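 active = activation above a run cutoff, the mean activation of all tested compounds plus 3 SD, cut at about 14% in these data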;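 also: 0% = plate median of compound wells and 100% = 30 µM serotonin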
Cardio protect = cardioprotection against H2O2-induced cell death, primary screen, uHTS, H9c2 cells, ATPLite luminescence | H9c2 cardiomyocytes, H2O2 injury protection, 2 h | protection from H2O2 cell death, % at 20 µM | actives 0.63% (n = 360,000) | AID 588492, 2011;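 active = compounds giving at least 50% protection of heart cells from peroxide-induced death in the single-dose screen, raw or plate-pattern-corrected value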;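 also: 0% = DMSO wells with peroxide and 100% = DMSO wells without peroxide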
TLR9-MyD88 inh = inhibitors of TLR9-MyD88 association in cells, primary screen, cell-based, CHO, BLA complementation, fluorescence; inhibition, % at 4.98 µM; CCF4 FRET ratio; Toll-like receptor 9 (Homo sapiens) + Myeloid differentiation primary response protein …; actives 0.21% (n = 340,000);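 active = inhibition above the mean over all tested compounds plus 3 SD, cut at about 21% in these data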;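 also: 0% = DMSO only wells and 100% = clavulanate BLA inhibitor control wells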
Target sequence (Q99836 whole entry, looked up): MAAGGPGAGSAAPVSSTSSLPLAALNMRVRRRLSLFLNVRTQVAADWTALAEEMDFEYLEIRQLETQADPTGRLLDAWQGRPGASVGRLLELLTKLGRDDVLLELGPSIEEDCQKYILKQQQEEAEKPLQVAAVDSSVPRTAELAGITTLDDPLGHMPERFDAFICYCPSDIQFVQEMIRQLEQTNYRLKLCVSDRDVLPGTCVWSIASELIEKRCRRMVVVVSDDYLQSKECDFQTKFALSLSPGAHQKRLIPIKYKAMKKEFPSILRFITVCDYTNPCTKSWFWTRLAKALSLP
Target sequence (Q9NR96 whole entry, looked up): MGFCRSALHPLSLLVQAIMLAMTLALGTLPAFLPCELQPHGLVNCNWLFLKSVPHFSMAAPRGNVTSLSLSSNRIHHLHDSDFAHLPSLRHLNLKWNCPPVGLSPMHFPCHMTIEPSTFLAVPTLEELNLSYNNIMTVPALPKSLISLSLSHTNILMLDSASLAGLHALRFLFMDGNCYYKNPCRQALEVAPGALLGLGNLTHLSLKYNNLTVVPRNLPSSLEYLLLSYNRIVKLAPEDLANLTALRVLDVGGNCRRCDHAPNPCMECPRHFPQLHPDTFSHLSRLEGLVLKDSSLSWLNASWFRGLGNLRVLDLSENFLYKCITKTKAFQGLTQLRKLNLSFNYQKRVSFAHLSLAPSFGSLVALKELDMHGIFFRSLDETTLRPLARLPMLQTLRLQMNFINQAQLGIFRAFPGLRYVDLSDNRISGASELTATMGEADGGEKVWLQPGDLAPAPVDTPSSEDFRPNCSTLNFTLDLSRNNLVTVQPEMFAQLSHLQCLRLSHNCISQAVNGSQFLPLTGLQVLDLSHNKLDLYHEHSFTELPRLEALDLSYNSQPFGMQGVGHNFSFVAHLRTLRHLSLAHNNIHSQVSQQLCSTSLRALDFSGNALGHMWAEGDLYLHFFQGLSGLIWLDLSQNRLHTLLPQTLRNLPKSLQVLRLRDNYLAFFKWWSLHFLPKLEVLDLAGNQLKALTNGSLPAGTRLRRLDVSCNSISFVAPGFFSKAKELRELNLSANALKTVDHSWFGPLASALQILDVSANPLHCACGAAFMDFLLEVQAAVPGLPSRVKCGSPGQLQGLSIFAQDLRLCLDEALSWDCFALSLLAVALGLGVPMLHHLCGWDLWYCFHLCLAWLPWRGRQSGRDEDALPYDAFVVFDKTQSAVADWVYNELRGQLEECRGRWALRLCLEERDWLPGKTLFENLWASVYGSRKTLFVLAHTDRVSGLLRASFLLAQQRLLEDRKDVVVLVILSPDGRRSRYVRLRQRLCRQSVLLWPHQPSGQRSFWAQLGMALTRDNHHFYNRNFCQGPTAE
Glyco luc inh = increase of ERlucT glycosylation luciferase signal, primary screen, N-linked glycosylation inhibitor project, D54 ERlucT cells, luminescence, set 2 | D54 ERlucT glycosylation luciferase reporter, 24 h; percent of 100 nM tunicamycin response | AID 588692, 2011 | reporter increase, % at 12.5 µM | actives 0.23% (n = 360,000);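 active = mean luciferase reporter signal, scaled so untreated is 0 and the glycosylation-blocking control 100, at or above a set limit in every replicate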;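 also: luciferase carries N-glycosylation sites so blocking glycosylation raises the light; 0% = median of neutral control wells and 100% = median of 100 nM tunicamycin wells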
MC4R antag cAMP = MC4R antagonists of cAMP signaling, primary screen, cell-based, TR-FRET, antagonist arm of biased-ligand search. Melanocortin receptor 4 (Homo sapiens), P32245. MC4R-expressing cells, MTII-stimulated cAMP, LANCE TR-FRET. inhibition, % at 6.5 µM. actives 0.48% (n = 360,000);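 active = inhibition above its plate's cutoff, the mean of tested wells on that plate plus 3 SD, cut at about 29% in these data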;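 also: 0% = Melanotan II alone and 100% = Melanotan II plus saturating MCL0020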
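Assay system: human MC4R-expressing U2OS cells; reagent: Melanotan II stimulation of cells; dosing: 6.5 µM single dose; timing: compound 30 min, challenge 1 h, detection 1 h; signal: TR-FRET cAMP assay; replicates: one well per compound, no replicates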
* = called active by the depositor.

Screening COc1ccccc1CNC(=O)C1CCN(c2ncnc3c2nc2n3CCCCC2)CC1 returned NCOA2 inhibitor -2, NOD2 RIPK2 PPI -4, MC4R barr agon 0.2, ABHD5-PLIN5 inh 2, ABCB6 inh 2 100, HTR2A ag 5, Cardio protect 0, TLR9-MyD88 inh 4, Glyco luc inh 0 and MC4R antag cAMP 5.
For CCOc1nc(-c2ccc(Cl)cc2Cl)ccc1C#N the results were NCOA2 inhibitor 4, NOD2 RIPK2 PPI 7, MC4R barr agon 0.5, ABHD5-PLIN5 inh -4, ABCB6 inh 2 99, HTR2A ag -3, Cardio protect -10, TLR9-MyD88 inh -4, Glyco luc inh -3 and MC4R antag cAMP 8.
Screening CC(=O)c1cccc(NC(=O)C=C(C)C)c1 returned NCOA2 inhibitor 5, NOD2 RIPK2 PPI -9, MC4R barr agon -1.0, ABHD5-PLIN5 inh 1, ABCB6 inh 2 98, HTR2A ag 0, Cardio protect 3, TLR9-MyD88 inh -6, Glyco luc inh -1 and MC4R antag cAMP 5.
Screening CC(=O)/C=C\c1cn(-c2ncc(C(F)(F)F)cc2Cl)c2ccccc12 returned NCOA2 inhibitor 7, NOD2 RIPK2 PPI 1, MC4R barr agon -0.1, ABHD5-PLIN5 inh 14, ABCB6 inh 2 95, HTR2A ag 1, Cardio protect 3, TLR9-MyD88 inh -1, Glyco luc inh 6 and MC4R antag cAMP 2.
Screening CCN(CC)CCOc1ncnc2c1oc1ccccc12 returned NCOA2 inhibitor -9, NOD2 RIPK2 PPI 8, MC4R barr agon -1.1, ABHD5-PLIN5 inh 2, ABCB6 inh 2 84, HTR2A ag -3, Cardio protect -4, TLR9-MyD88 inh 4, Glyco luc inh 3 and MC4R antag cAMP 2.
`CC(NC(=O)c1ccc(CS(=O)(=O)c2cccc(C(F)(F)F)c2)o1)c1ccc2c(c1)OCCO2` (configuration not stated) gave NCOA2 inhibitor 12, NOD2 RIPK2 PPI -9, MC4R barr agon -1.4, ABHD5-PLIN5 inh 2, ABCB6 inh 2 97, HTR2A ag 0, Cardio protect 5, TLR9-MyD88 inh -5, Glyco luc inh -2 and MC4R antag cAMP 0.
Screening Cc1nnc(SCc2nc(N)nc(Nc3ccccc3)n2)s1 returned NCOA2 inhibitor -28, NOD2 RIPK2 PPI -7, MC4R barr agon 1.3, ABHD5-PLIN5 inh 0, ABCB6 inh 2 91, HTR2A ag -6, Cardio protect -4, TLR9-MyD88 inh 3, Glyco luc inh 1 and MC4R antag cAMP -3.
For C/C=C(\C)C(=O)Nc1cccc(C2=NOC3(C2)C[C@@H](C(N)=O)N(C(=O)c2cc([N+](=O)[O-])cc([N+](=O)[O-])c2C)C3)c1 (some centres not stated) the results were NCOA2 inhibitor -2, NOD2 RIPK2 PPI 2, MC4R barr agon -0.3, ABHD5-PLIN5 inh 6, ABCB6 inh 2 102, HTR2A ag 6, Cardio protect -2, TLR9-MyD88 inh 3, Glyco luc inh -1 and MC4R antag cAMP 21.
For Cc1c(C(=O)NCC2CCCO2)oc2c(Cl)cccc12 (configuration not stated) the results were NCOA2 inhibitor -25, NOD2 RIPK2 PPI 0, MC4R barr agon -1.4, ABHD5-PLIN5 inh -6, ABCB6 inh 2 95, HTR2A ag 0, Cardio protect -3, TLR9-MyD88 inh 6, Glyco luc inh 1 and MC4R antag cAMP -4.
For CCSc1nc(N)c(C#N)c(-c2ccco2)c1C#N the results were NCOA2 inhibitor -8, NOD2 RIPK2 PPI -15, MC4R barr agon -2.3, ABHD5-PLIN5 inh -1, ABCB6 inh 2 101, HTR2A ag 2, Cardio protect 10, TLR9-MyD88 inh 1, Glyco luc inh 2 and MC4R antag cAMP 0.
For Cc1cccc(C(=O)OCC(=O)N2CC(=O)Nc3ccccc32)c1C the results were NCOA2 inhibitor 4, NOD2 RIPK2 PPI 6, MC4R barr agon -0.7, ABHD5-PLIN5 inh 11, ABCB6 inh 2 95, HTR2A ag -4, Cardio protect 3, TLR9-MyD88 inh 5, Glyco luc inh -1 and MC4R antag cAMP 4.
Screening COc1cc(CC(=O)NCc2ccccn2)cc(OC)c1OC returned NCOA2 inhibitor 0, NOD2 RIPK2 PPI 0, MC4R barr agon -1.1, ABHD5-PLIN5 inh 6, ABCB6 inh 2 101, HTR2A ag -4, Cardio protect 10, TLR9-MyD88 inh 5, Glyco luc inh 1 and MC4R antag cAMP 3.
O=S(=O)(Nc1cccc(-c2nc3cccnc3s2)c1)c1cccs1 was read as NCOA2 inhibitor -25, NOD2 RIPK2 PPI -8, MC4R barr agon 3.2, ABHD5-PLIN5 inh 2, ABCB6 inh 2 106, HTR2A ag -5, Cardio protect -3, TLR9-MyD88 inh -6, Glyco luc inh -1 and MC4R antag cAMP 0.
COC(=O)C1=C(C)N(c2ccccc2)/C(=C/c2cccs2)C1=O was read as NOD2 RIPK2 PPI 4, MC4R barr agon -1.9, ABHD5-PLIN5 inh 3, ABCB6 inh 2 102, HTR2A ag 0, Cardio protect 8, TLR9-MyD88 inh 8, Glyco luc inh 2 and MC4R antag cAMP -1.
Screening CCCOc1ccc(C(O)(CCN2CCCCC2)c2ccccc2OC)cc1 (configuration not stated) returned NCOA2 inhibitor -18, NOD2 RIPK2 PPI -6, MC4R barr agon 2.4, ABHD5-PLIN5 inh 2, ABCB6 inh 2 96, HTR2A ag -2, Cardio protect 1, TLR9-MyD88 inh 3, Glyco luc inh -1 and MC4R antag cAMP 0.
For C=CCC(C#Cc1ccccc1)N(C)C (configuration not stated) the results were NCOA2 inhibitor 12, NOD2 RIPK2 PPI -2, MC4R barr agon -0.3, ABHD5-PLIN5 inh 0, ABCB6 inh 2 93, HTR2A ag 4, Cardio protect 16, TLR9-MyD88 inh 3, Glyco luc inh 1 and MC4R antag cAMP -1.
Screening COc1ccc(-c2cc3ccccc3oc2=O)cc1NC(=S)NC(=O)c1ccc2c(c1)OCCO2 returned NCOA2 inhibitor -22, NOD2 RIPK2 PPI 0, MC4R barr agon 9.4*, ABHD5-PLIN5 inh -7, ABCB6 inh 2 100, HTR2A ag -1, Cardio protect -10, TLR9-MyD88 inh -5, Glyco luc inh 70* and MC4R antag cAMP -8.
Screening Cc1ccc(N(CC(N)=O)C2SC(=O)N(Cc3ccccc3)C2=O)cc1 (configuration not stated) returned NCOA2 inhibitor -3, NOD2 RIPK2 PPI -8, MC4R barr agon -0.2, ABHD5-PLIN5 inh 3, ABCB6 inh 2 102, HTR2A ag 7, Cardio protect -4, TLR9-MyD88 inh -8, Glyco luc inh 2 and MC4R antag cAMP 10.
`O=C(c1ccccc1)N1CCN(c2ccc(NCc3ccc4c(c3)OCO4)cc2)CC1` gave NCOA2 inhibitor 27, NOD2 RIPK2 PPI -8, MC4R barr agon 0.7, ABHD5-PLIN5 inh -1, ABCB6 inh 2 98, HTR2A ag 7, Cardio protect -8, TLR9-MyD88 inh -1, Glyco luc inh 1 and MC4R antag cAMP 7.
Screening Cc1ccc(CN/C=C/C(=O)c2ccc(Br)cc2)cc1 returned NOD2 RIPK2 PPI -2, MC4R barr agon 5.8, ABHD5-PLIN5 inh -7, ABCB6 inh 2 108, HTR2A ag -7, Cardio protect -19, TLR9-MyD88 inh -6, Glyco luc inh 1 and MC4R antag cAMP 1.
CCCCc1c(C)nc(Nc2ccc(OC)cc2)[nH]c1=O was read as NCOA2 inhibitor 6, NOD2 RIPK2 PPI 2, MC4R barr agon -1.5, ABHD5-PLIN5 inh -9, ABCB6 inh 2 110, HTR2A ag -2, Cardio protect -2, TLR9-MyD88 inh 12, Glyco luc inh -2 and MC4R antag cAMP 5.
C=CCN1CC(=O)N2Cc3[nH]c4ccccc4c3C[C@H]2C1=O was read as NCOA2 inhibitor 6, NOD2 RIPK2 PPI 0, MC4R barr agon -2.1, ABHD5-PLIN5 inh 0, ABCB6 inh 2 140, HTR2A ag 5, Cardio protect 4, TLR9-MyD88 inh 2, Glyco luc inh 4 and MC4R antag cAMP 11.
COC(=O)C1CCN(C(=O)NC(C)(C)C)CC1 was read as NCOA2 inhibitor 19, NOD2 RIPK2 PPI -7, MC4R barr agon -1.4, ABHD5-PLIN5 inh 6, ABCB6 inh 2 87, HTR2A ag 1, Cardio protect 0, TLR9-MyD88 inh -11, Glyco luc inh -1 and MC4R antag cAMP 3.
Screening Fc1ccc(-c2csc(=S)[nH]2)cc1 returned NCOA2 inhibitor 2, NOD2 RIPK2 PPI -5, MC4R barr agon -0.5, ABHD5-PLIN5 inh -23, ABCB6 inh 2 95, HTR2A ag 1, Cardio protect -6, TLR9-MyD88 inh 1, Glyco luc inh 1 and MC4R antag cAMP -2.
Screening Cc1ccc(NC(NC(=O)c2ccccn2)C(Cl)(Cl)Cl)cc1 (configuration not stated) returned NCOA2 inhibitor 14, NOD2 RIPK2 PPI -2, MC4R barr agon -0.5, ABHD5-PLIN5 inh -4, ABCB6 inh 2 97, HTR2A ag -2, Cardio protect -4, TLR9-MyD88 inh -1, Glyco luc inh 1 and MC4R antag cAMP 3.
C=CCc1cccc(OC)c1OCCOCCNCCO was read as NCOA2 inhibitor 12, NOD2 RIPK2 PPI 0, MC4R barr agon 3.0, ABHD5-PLIN5 inh 1, ABCB6 inh 2 102, HTR2A ag -1, Cardio protect 17, TLR9-MyD88 inh -1, Glyco luc inh 2 and MC4R antag cAMP 8.
`COc1ccc(-n2nc3c(c2NC(=O)COc2cccc(OC)c2)CS(=O)(=O)C3)cc1` gave NCOA2 inhibitor 5, NOD2 RIPK2 PPI 6, MC4R barr agon -2.1, ABHD5-PLIN5 inh -7, ABCB6 inh 2 102, HTR2A ag 0, Cardio protect -3, TLR9-MyD88 inh -4, Glyco luc inh -1 and MC4R antag cAMP 3.
`O=C(NC1CCN(C(=O)C2CCCCC2)CC1)c1ccccc1` gave NCOA2 inhibitor -1, NOD2 RIPK2 PPI 10, MC4R barr agon -2.2, ABHD5-PLIN5 inh 3, ABCB6 inh 2 102, HTR2A ag -1, Cardio protect 3, TLR9-MyD88 inh -1, Glyco luc inh 0 and MC4R antag cAMP 8.

This is a subset (hit frequency here may not be typical).
